Screens (PubChem)
MKP-3 inhibition: inhibition of rat DUSP6 enzyme activity – biochemical, in vitro, primary screen (AID 425); recombinant MKP-3 phosphatase activity, fluorescence; higher % means a stronger effect; inhibition, % at 20 µM; hits with a dose series show IC50 in µM; 0.17% of 110,000 active; in the data active = inhibition above about 50%;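 note: plate controls were vehicle for no effect and reference inhibitor for full effect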
Hsp70 inhibitors: Hsp70 inhibitors, probe displacement, primary screen, biochemical, fluorescence polarization (AID 583); Hsp70 fluorescence polarization probe displacement, mP; higher % means a stronger effect; displacement, % at 20 µM; hits with a dose series show IC50 in µM; 0.06% of 140,000 active; in the data active = displacement above about 50%;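 note: plate controls were vehicle for no effect and reference ligand for full effect; a part of the inactive calls stands beside numbers as strong as those of hits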
An asterisk follows results filed as active; & = joins results of further samples. An excerpt; rates above refer to the full screens.

Results for CC(C)N(Cc1nc(-c2ccccc2)no1)S(=O)(=O)c1ccccc1 ?
MKP-3 inhibition: -6%; Hsp70 inhibitors: 0.0%

What do the screens show for `C=CCc1c(C)nc(C)nc1N/N=C/c1ccc([N+](=O)[O-])cc1`?
Hsp70 inhibitors: 5.1%

Results for CCC1CCc2c(sc(NC(=O)c3ccccc3[N+](=O)[O-])c2C(=O)OC)C1 (centres undefined) ?
MKP-3 inhibition: 2%; Hsp70 inhibitors: 2.0%

How did CCCN1CC=C2C(C#N)=C(N)C(C#N)(C#N)C(c3cc(OC)ccc3OC)C2C1 (centres undefined) do in these assays?
MKP-3 inhibition: -2%; Hsp70 inhibitors: 40%

Results for O=C(CN1CCOCC1)Nc1cc(Cl)ccc1Cl ?
MKP-3 inhibition: 10%; Hsp70 inhibitors: -0.8%

Results for Cc1ccc(C(=O)Nc2ccccc2C(=O)N2CC(C)OC(C)C2)cc1 (centres undefined) ?
MKP-3 inhibition: 2%; Hsp70 inhibitors: -0.8%

Results for CCn1cc(C(=O)Nn2cnnc2)c(=O)c2ccc(C)nc21 ?
MKP-3 inhibition: 8%; Hsp70 inhibitors: -0.2%

Results for Cc1noc(C)c1CSc1nnnn1-c1ccc(Cl)cc1 ?
MKP-3 inhibition: -10%; Hsp70 inhibitors: 3.8%

Results for CCN(Cc1ccccc1)S(=O)(=O)c1ccc(NC(C)=O)cc1 ?
MKP-3 inhibition: 0%; Hsp70 inhibitors: -1.6%

How did C/C(=C/C(=O)C(F)(F)C(F)F)NCCN/C(C)=C\C(=O)C(F)(F)C(F)F do in these assays?
MKP-3 inhibition: -1%; Hsp70 inhibitors: -1.8%

How did O=C(NC(=S)Nc1ccccc1O)c1ccc(Br)cc1 do in these assays?
MKP-3 inhibition: -5%; Hsp70 inhibitors: 3.6%

How did COCCOC(=O)c1c(C)oc2ccc(NS(=O)(=O)c3ccc(F)cc3)cc12 do in these assays?
MKP-3 inhibition: 1%; Hsp70 inhibitors: 3.9%

Taken from the results shown for reference:
Results for CC(C)N(Cc1nc(-c2ccccc2)no1)S(=O)(=O)c1ccccc1 ?
MKP-3 inhibition: -6%; Hsp70 inhibitors: 0.0%

What do the screens show for `C=CCc1c(C)nc(C)nc1N/N=C/c1ccc([N+](=O)[O-])cc1`?
Hsp70 inhibitors: 5.1%

Results for CCC1CCc2c(sc(NC(=O)c3ccccc3[N+](=O)[O-])c2C(=O)OC)C1 (centres undefined) ?
MKP-3 inhibition: 2%; Hsp70 inhibitors: 2.0%

Following part:
How did CCN(CCCNC(=O)CCNC(=O)Cn1cnc2ccccc2c1=O)c1ccccc1 do in these assays?
MKP-3 inhibition: 7%; Hsp70 inhibitors: 3.7%

How did CC(=O)Nc1ccc(-n2cnnn2)cc1 do in these assays?
Hsp70 inhibitors: 6.6%

How did COc1ccc(/C=C/C(=O)NCc2ccc(OC)cc2)cc1 do in these assays?
MKP-3 inhibition: 0%; Hsp70 inhibitors: -0.1%

How did CC1(C)CC(=O)C2=C(C1)Oc1ncn(CCCO)c(=N)c1C2c1ccccc1 (centres undefined) do in these assays?
MKP-3 inhibition: -8%; Hsp70 inhibitors: -0.1%

Results for CCOC(=O)C1=C(C)N=C2SCCC(=O)N2C1c1ccc(C(=O)OC)cc1 (centres undefined) ?
MKP-3 inhibition: 7%; Hsp70 inhibitors: -3.6%

How did O=C(O)Cn1c(SCCOc2ccc(Cl)cc2)nc2ccccc21 do in these assays?
MKP-3 inhibition: 0%; Hsp70 inhibitors: -1.9%

How did CCOc1ccc(NC(=S)NCCc2ccc(S(N)(=O)=O)cc2)cc1 do in these assays?
MKP-3 inhibition: 0%; Hsp70 inhibitors: -3.4%

Results for CCOC(=O)c1c(NC(=O)CCN2CCOCC2)sc2c1CC(C)(C)OC2 ?
MKP-3 inhibition: 10%; Hsp70 inhibitors: 2.4%

Results for CCOC(=O)Nc1ccc2c(c1)N(C(=O)OC)c1ccccc1CC2 ?
MKP-3 inhibition: -10%; Hsp70 inhibitors: 0.7%

How did O=C(COc1ccc2ccccc2c1)Nc1ccc(I)cc1Cl do in these assays?
MKP-3 inhibition: 3%; Hsp70 inhibitors: -2.2%

What do the screens show for `O=C(CSCC(=O)NC1CC1)Nc1ccccc1`?
MKP-3 inhibition: -6%; Hsp70 inhibitors: 2.2%

What do the screens show for `O=C(NCCc1ccncc1)c1ccccc1F`?
MKP-3 inhibition: 3%; Hsp70 inhibitors: 0.4%

Results for Cc1nc(C)c2c(c1C(F)(F)F)-c1ccccc1C2(F)F ?
MKP-3 inhibition: -5%; Hsp70 inhibitors: 4.9%

What do the screens show for `Cc1nc2ccc(S(=O)(=O)NCC(=O)O)cc2s1`?
MKP-3 inhibition: 0%; Hsp70 inhibitors: 6.5%

What do the screens show for `COc1ccc(CCNC2CC(=O)N(CCc3ccccc3)C2=O)cc1` (centres undefined)?
MKP-3 inhibition: 0%; Hsp70 inhibitors: -3.2%&2.3%

Results for CC1=C(C(=O)OC2CCCC2)C(c2ccccc2)C2=C(CC(C)(C)CC2=O)N1 (centres undefined) ?
MKP-3 inhibition: 0%; Hsp70 inhibitors: -0.5%

What do the screens show for `CCC1=NN2C(=N)/C(=C/c3ccc(-c4cccc(C(=O)O)c4)o3)C(=O)N=C2S1`?
MKP-3 inhibition: 0%; Hsp70 inhibitors: -48%

Results for COc1ccccc1CNC(=O)c1cc2c(s1)CS(=O)(=O)C2 ?
MKP-3 inhibition: -4%; Hsp70 inhibitors: 0.8%

What do the screens show for `CS(=O)(=O)N(CC(=O)O)c1ccc(Cl)cc1`?
MKP-3 inhibition: 4%; Hsp70 inhibitors: 0.4%

What do the screens show for `CCOC(=O)CN1CC23C=CC(O2)C(C(=O)Nc2ccc(F)cc2)C3C1=O` (centres undefined)?
MKP-3 inhibition: 6%

What do the screens show for `CCN(CC)CC(O)Cn1c2c(c3ccccc31)CCCC2=O` (centres undefined)?
MKP-3 inhibition: -2%; Hsp70 inhibitors: 1.1%

How did CCn1c(=O)cc(SCC(=O)N(C)Cc2ccccc2)c2ccccc21 do in these assays?
Hsp70 inhibitors: 4.4%

What do the screens show for `COC(=O)c1ccc(C(c2c(N)n(CC(C)C)c(=O)[nH]c2=O)N2CCN(c3ccccc3)CC2)cc1` (centres undefined)?
Hsp70 inhibitors: 9.4%

How did COc1ccccc1N1CCN(C(=O)c2c(Cl)cccc2Cl)CC1 do in these assays?
MKP-3 inhibition: 4%; Hsp70 inhibitors: -2.0%

What do the screens show for `O=C(NCCCN1CCc2ccccc2C1)C1CCN(S(=O)(=O)N2CCCC2)CC1`?
MKP-3 inhibition: 6%; Hsp70 inhibitors: -0.5%

What do the screens show for `Cc1cccc2cc(CN(CC3CCCO3)S(=O)(=O)c3ccccc3)c3nnnn3c12` (centres undefined)?
MKP-3 inhibition: 5%; Hsp70 inhibitors: 3.1%

Results for COC(=O)c1c(-c2ccc(OC)cc2)csc1N ?
MKP-3 inhibition: 4%; Hsp70 inhibitors: 1.5%

Results for O=C(O)C1CCCCC1C(=O)NC1CCCCC1 (centres undefined) ?
MKP-3 inhibition: -1%; Hsp70 inhibitors: 11%

What do the screens show for `CCc1ccc2[nH]c(=O)c(C(c3nnnn3Cc3ccccc3)N3CCOCC3)cc2c1` (centres undefined)?
MKP-3 inhibition: -2%; Hsp70 inhibitors: 4.1%

What do the screens show for `CCn1ncc2c(OCc3ccc(C#N)cc3)cc(C)nc21`?
MKP-3 inhibition: -16%; Hsp70 inhibitors: -1.9%

What do the screens show for `CCN(CC)CCCCCCOc1ccc(C)c(C)c1`?
MKP-3 inhibition: 0%; Hsp70 inhibitors: -6.6%

How did COc1ccc(S(=O)(=O)N2CCC(C(=O)Nc3cccc(C(C)=O)c3)CC2)cc1C do in these assays?
MKP-3 inhibition: -13%; Hsp70 inhibitors: 5.4%

Results for CC1=C(c2ccccc2)[N+](=O)C(C)(c2ccc(C)cc2)N1[O-] (centres undefined) ?
MKP-3 inhibition: -1%; Hsp70 inhibitors: 2.9%

How did COc1ccc(C2C=C(c3ccc(C)cc3)Nc3ncnn32)cc1 (centres undefined) do in these assays?
MKP-3 inhibition: -11%; Hsp70 inhibitors: 14%

Results for CCOC(=O)Cn1c(CN2CCOCC2)nc2c1c(=O)[nH]c(=O)n2C ?
MKP-3 inhibition: -1%; Hsp70 inhibitors: -3.2%

Results for CCOC(=O)c1c(N)nc(C)n1-c1ccc(OC)cc1 ?
MKP-3 inhibition: -2%; Hsp70 inhibitors: 4.0%

How did COc1ccccc1NC(=O)c1ccccc1-c1ccccc1C(=O)O do in these assays?
MKP-3 inhibition: 2%; Hsp70 inhibitors: 6.2%

How did O=[N+]([O-])c1cccc(S(=O)(=O)NCc2ccccc2Cl)c1 do in these assays?
MKP-3 inhibition: -1%; Hsp70 inhibitors: -2.5%

Results for O=C1NC2C(NC(=O)N2c2ccccc2)N1c1ccccc1 (centres undefined) ?
MKP-3 inhibition: 0%; Hsp70 inhibitors: 6.7%

How did CCCCOc1ccc(C(=O)NCCOc2ccc(C)c(C)c2)cc1 do in these assays?
MKP-3 inhibition: 1%; Hsp70 inhibitors: 1.8%

How did COc1cc(-c2cc(C(F)(F)F)n3ncc(C(=O)Nc4cccc5ccccc45)c3n2)cc(OC)c1OC do in these assays?
MKP-3 inhibition: 0%; Hsp70 inhibitors: 1.2%

Results for O=C(Cc1cnn(-c2ccccc2)c1)c1ccc(O)c(O)c1O ?
Hsp70 inhibitors: 2.7%

What do the screens show for `COc1ccc(/C=N/Nc2nc(Nc3ccccc3)nc(N3CCOCC3)n2)cc1Br`?
MKP-3 inhibition: 0%; Hsp70 inhibitors: 4.6%

Results for Cc1cc(C(=O)CSc2n[nH]c(N)n2)c(C)n1-c1cccc(F)c1 ?
MKP-3 inhibition: -8%; Hsp70 inhibitors: 2.2%

Results for Cc1cc(C)nc(/N=C2\NC(=O)CC(C(=O)O)N2c2ccc(Cl)cc2)n1 (centres undefined) ?
MKP-3 inhibition: 2%; Hsp70 inhibitors: -4.0%

Results for CCCOc1cccc(C(=O)Nc2cccc(C(=O)Nc3ccccc3C(=O)O)c2)c1 ?
MKP-3 inhibition: 3%; Hsp70 inhibitors: 0.0%

What do the screens show for `CC(C)Oc1nc(-c2ccccc2O)nc2ccccc12`?
MKP-3 inhibition: -4%; Hsp70 inhibitors: 1.9%

How did Cc1ccccc1-n1c(=O)cc(NCc2ccc3c(c2)OCO3)[nH]c1=O do in these assays?
MKP-3 inhibition: 4%; Hsp70 inhibitors: 3.5%

4 entries picked at random from the list so far, as already listed:
How did O=[N+]([O-])c1cccc(S(=O)(=O)NCc2ccccc2Cl)c1 do in these assays?
MKP-3 inhibition: -1%; Hsp70 inhibitors: -2.5%

Results for O=C1NC2C(NC(=O)N2c2ccccc2)N1c1ccccc1 (centres undefined) ?
MKP-3 inhibition: 0%; Hsp70 inhibitors: 6.7%

How did CCCCOc1ccc(C(=O)NCCOc2ccc(C)c(C)c2)cc1 do in these assays?
MKP-3 inhibition: 1%; Hsp70 inhibitors: 1.8%

What do the screens show for `COc1ccc(/C=N/Nc2nc(Nc3ccccc3)nc(N3CCOCC3)n2)cc1Br`?
MKP-3 inhibition: 0%; Hsp70 inhibitors: 4.6%

Continued.
How did O=c1/c(=C/c2ccccn2)sc2n1CN(c1ccccc1)CN=2 do in these assays?
MKP-3 inhibition: 13%; Hsp70 inhibitors: -2.1%

Results for CCOC(=O)c1oc2c(c1C)/C(=N/OC(C)=O)CCC2 ?
MKP-3 inhibition: -4%; Hsp70 inhibitors: 2.3%

How did O=C(Nc1cccc(C(F)(F)F)c1)c1cc2ncc(Br)cn2n1 do in these assays?
Hsp70 inhibitors: -1.9%

How did O=C(Nc1ccc([N+](=O)[O-])cc1)c1ccc(Cl)cc1Cl do in these assays?
MKP-3 inhibition: -4%; Hsp70 inhibitors: -0.9%

Results for CSc1cccc(NC(=O)C2CCCN(S(=O)(=O)c3cnc[nH]3)C2)c1 (centres undefined) ?
MKP-3 inhibition: 5%; Hsp70 inhibitors: 0.7%

What do the screens show for `Clc1ccc(C2CC(c3cccs3)n3ncnc3N2)cc1Cl` (centres undefined)?
MKP-3 inhibition: -4%; Hsp70 inhibitors: 1.3%

Results for COc1ccc(C2=NN(C(=O)CCC(=O)O)C(c3ccc(OC)cc3)C2)cc1 (centres undefined) ?
MKP-3 inhibition: 3%; Hsp70 inhibitors: 0.9%

How did CCOc1ccc(C(c2nnnn2Cc2ccccc2)N2CCN(C(=O)c3ccco3)CC2)cc1 (centres undefined) do in these assays?
MKP-3 inhibition: -7%; Hsp70 inhibitors: 2.6%

How did Cc1ccccc1C(=O)Nc1ccc2[nH]c(=O)[nH]c2c1 do in these assays?
MKP-3 inhibition: 5%; Hsp70 inhibitors: -1.2%

How did COc1ccc(N(CC(=O)Nc2ccc(C)c(C)c2)S(=O)(=O)c2ccc(C)cc2)cc1 do in these assays?
MKP-3 inhibition: -3%; Hsp70 inhibitors: 0.1%

Results for c1ccc(OCCOc2ncnc3ccccc23)cc1 ?
MKP-3 inhibition: -13%; Hsp70 inhibitors: -3.3%

What do the screens show for `CCN(CC)CC#CC(O)(c1ccccc1)c1ccccc1`?
MKP-3 inhibition: 8%; Hsp70 inhibitors: -0.8%

Results for CC(C)c1ccccc1OCC(=O)Nc1ccccc1C(=O)O ?
MKP-3 inhibition: 4%; Hsp70 inhibitors: -0.8%
